# Abeta yeast res = A-beta toxicity reversal in yeast | yeast expressing A-beta42, growth rescue, OD600, 48 h; response scale: 0% DMSO, 100% iron-clioquinol control | 410,000 compounds, 0.063% hits | Potency, µM (highest dose often 46.1 µM), without a hit: top-dose growth rescue, most hits filed as activators; also: potency is read from the fitted curve at half-maximal effect; nearly all actives have a fitted effect of over 55% in size
#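 Growth rescue measured by 600 nm absorbance after 48 h yeast culture at 30 C with compound. Values normalized between DMSO and an equimolar ferric chloride plus clioquinol control.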
# pAkt inh = Akt phosphorylation inhibition. 360,000 compounds, 0.32% hits. activity change, % for hits at 50 µM. Neuro2A IGF-stimulated pAkt S473 HTRF, 20 min; active compounds read low. AID 651550; in the data active = activity change below about -80%; inconclusive = mostly about -51% to -80%; also: % is scaled to controls: 0 for no effect and ±100 for the full control effect
#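 Neuro2A cells (4,500/well, DMEM with 0.5% FBS) were treated with compound at a single 50 µM final concentration, stimulated with 6 nM IGF for 20 min at 37 °C, and lysed. Phospho-Akt Ser473 was read by HTRF as 665/615 ratio ×10^4.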
# GLP1R inv ag = acts as inverse agonist at human GLP-1 receptor | 410,000 compounds, 1.6% hits | HEK293 GLP-1R CRE-luciferase, luminescence, 24 h; GLP-1R form is constitutively active | Potency, µM (top dose mostly 38.3 µM), for the others: at the highest dose activity change, negative = inhibition, hits mostly inhibitors | P43220; also: potency is read from the fitted curve at half-maximal effect; % is scaled to controls: 0 for no effect and ±100 for the full control effect; nearly all actives have a fitted effect of over 55% in size
#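 Readout was luciferase luminescence, measured 12 min after detection reagent at room temperature. Beforehand, GLP-1R reporter HEK293 cells had sat 12 h, then received compounds for 24 hr at 37 deg C.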
# aSyn yeast inh = rescues yeast growth from alpha-synuclein toxicity | Yeast expressing alpha-synuclein, growth rescue, BacTiter-Glo, 24 h | 370,000 compounds, 0.14% hits | Potency, µM (doses to about 46.1 µM), without a hit: at the top dose growth rescue (activation), most hits filed as activators; also: potency is read from the fitted curve at half-maximal effect; % of control where 0% means no effect; nearly all actives have a fitted effect of over 65% in size
#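 Screening used galactose-induced yeast with toxic alpha-synuclein levels, exposed to compound for 24 hr at 30 deg C. Cell growth, read with BacTiter-Glo luminescence, gave the measured signal.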
# FUS yeast rescue = FUS proteinopathy suppression in yeast | S. cerevisiae FUS-expressing, growth rescue, OD600, 24 h | Potency, µM (titrated, usually from 76.6 µM), inactives show top-dose growth rescue (activation), hits mostly activators | 390,000 compounds, 0.24% hits | AID 1347120;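 also: potency is read from the fitted curve at half-maximal effect; plate controls were DMSO vehicle for no effect and reference control for full effect; nearly all actives have a fitted effect of over 55% in size; some results filed as inactive show a strong effect at the top dose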
#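 Read-out: OD at 600 nm after 24hr at 30C, reporting rescue of FUS-induced yeast toxicity. Cells at OD 0.005 in galactose (2%) minimal medium; compounds tested in a dilution series; CP55940 titration from 92uM final as control.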
# PTHR1 agonist = activates the human parathyroid hormone receptor PTHR1 | Q03431 | HEK293 GP2 PTHR1 cells, GloSensor cAMP luminescence, 1 h | Potency, µM (top dose mostly 115 µM), inactives show top-dose activation, hits mostly activators | 410,000 compounds, 0.075% hits; also: potency is read from the fitted curve at half-maximal effect; nearly all actives have a fitted effect of over 55% in size; some results filed as inactive show a strong effect at the top dose; inactives centre near -15; many of its hits are not listed in these tables
# Target sequence (Q03431 whole entry, looked up): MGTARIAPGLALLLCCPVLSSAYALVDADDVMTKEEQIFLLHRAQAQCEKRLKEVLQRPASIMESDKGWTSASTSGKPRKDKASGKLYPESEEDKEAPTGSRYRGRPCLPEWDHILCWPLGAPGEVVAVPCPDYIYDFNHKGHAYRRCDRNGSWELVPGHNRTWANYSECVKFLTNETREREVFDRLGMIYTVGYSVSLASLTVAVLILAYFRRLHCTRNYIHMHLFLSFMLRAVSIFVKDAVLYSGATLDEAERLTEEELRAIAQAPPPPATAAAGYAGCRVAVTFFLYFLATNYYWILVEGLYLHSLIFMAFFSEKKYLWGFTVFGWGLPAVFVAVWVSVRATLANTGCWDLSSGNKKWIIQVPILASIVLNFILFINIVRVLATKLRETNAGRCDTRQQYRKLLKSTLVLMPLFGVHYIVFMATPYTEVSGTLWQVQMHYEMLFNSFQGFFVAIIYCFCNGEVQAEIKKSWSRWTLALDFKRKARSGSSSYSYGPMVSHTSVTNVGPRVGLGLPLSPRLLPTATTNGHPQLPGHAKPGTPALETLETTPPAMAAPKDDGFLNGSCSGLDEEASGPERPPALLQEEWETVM
#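 HEK-293-derived GP2 cells expressing PTHR1 and a GloSensor cAMP reporter, 3,000/well, plated overnight, given luciferin plus IBMX (each 0.5 mM as added) for 1 h at 37 °C, then compound for 1 h at 37 °C. Luminescence was read after 15 min at room temperature.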
# TDP-43 yeast inh = rescues yeast growth from TDP-43 toxicity | Potency, µM (titrated, usually from 46.1 µM), for the others: at the top dose growth rescue (activation), usual class: activators | TDP-43 expressing yeast growth rescue, BacTiter-Glo, 24 h | AID 652104 | 410,000 compounds, 1.8% hits; also: potency is read from the fitted curve at half-maximal effect; % of control where 0% means no effect; nearly all actives have a fitted effect of over 50% in size
#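 Yeast expressing TDP-43 (pregrown in raffinose, seeded at OD600=0.02 in galactose medium) exposed to compounds 24 hr at 30 deg C. Growth read by BacTiter-Glo luminescence; rescue of toxicity appears as increased signal.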
# DRD3 antagonist = antagonists of human D3 dopamine receptor | D3R cells, DiscoveRx beta-arrestin luminescence, antagonist mode; active compounds read low | AID 652054 | max response, negative = inhibition, % | 360,000 compounds, 2.5% hits | P35462; in the data active = max response below about -50%; inconclusive = no clear call, values can overlap the other calls; also: % is scaled to controls: 0 for no effect and ±100 for the full control effect; mostly tested at two doses, the higher about 12 µM
# Target sequence (P35462 whole entry, looked up): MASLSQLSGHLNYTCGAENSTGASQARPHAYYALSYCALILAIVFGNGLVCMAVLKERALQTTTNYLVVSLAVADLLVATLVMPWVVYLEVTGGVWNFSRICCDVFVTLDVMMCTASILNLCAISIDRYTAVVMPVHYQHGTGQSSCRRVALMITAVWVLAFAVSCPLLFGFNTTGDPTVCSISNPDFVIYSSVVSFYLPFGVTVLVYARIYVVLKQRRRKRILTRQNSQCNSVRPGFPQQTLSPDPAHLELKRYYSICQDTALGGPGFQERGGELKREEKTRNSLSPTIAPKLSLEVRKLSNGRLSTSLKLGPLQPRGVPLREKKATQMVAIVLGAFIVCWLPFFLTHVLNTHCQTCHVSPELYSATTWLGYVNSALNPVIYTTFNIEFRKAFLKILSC
#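 Cells plated overnight at 1500 cells/well, then exposed to library compounds with dopamine controls for 90 minutes at 37 degrees C. DiscoveRx reagent added for 30–60 minutes at room temperature; luminescence read, quantitative HTS format.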
# GLP1R ag = GLP-1 receptor (human) agonism | 380,000 compounds, 0.007% hits | HEK293 GLP-1R CRE-luciferase, luminescence, 4-6 h; cells express a hypersensitive GLP-1R form | Potency, µM (titrated, usually from 45.6 µM), for the others: top-dose activation, most hits filed as activators | P43220; also: potency is read from the fitted curve at half-maximal effect; % of control where 0% means no effect
# * marks the source's active call; other numbers are inactive results; i = inactive; u = inconclusive; x = not tested or not shown; [ ] = remark or other dose. Unless noted, calls follow the shape of the dose curve; as a rule, active = well fitted curve in the direction sought with a large enough effect; inconclusive = small, poorly fitted or top-dose-only effect, or another doubt; inactive = no such curve, though single readings can be large; an effect the other way counts as inactive or inconclusive.
SMILES,Abeta yeast res,pAkt inh,GLP1R inv ag,aSyn yeast inh,FUS yeast rescue,PTHR1 agonist,TDP-43 yeast inh,DRD3 antagonist,GLP1R ag
Cn1c(=O)c(Cc2ccccc2)c(O)c2ccccc21,-11%,i,4%,-1%,17%,-14%[57.5 µM],-1%,-4,-10%
Cc1ccc(S(=O)(=O)CC(=O)Nc2sc3c(c2C#N)CCCCC3)cc1,-20%,x,5%,x,1%,i,4%,x,x
COc1ccc(N2CCN(c3ccc(N4C(=O)COCC4=O)cc3[N+](=O)[O-])CC2)cc1,-10%,i,1%,-1%,10%,-4%,17%,-10,-2%
CCNC(=S)NC1CC2CCCC(C1)N2CCc1ccccc1 (stereo unspecified),9%,i,u,8%,-31%,-16%,14%,0,-4%
O=C(N/N=C/c1cccc(OC(=O)c2cccc(Br)c2)c1)c1ccncc1,-6%,i,-3%,3%,33%,4%,-4%,-6,-18%
C=CCOC(=O)C1=C[C@@H](C2CCCCC2)C[C@@H](OCc2ccc(CO)cc2)O1,6%,i,u,7%,u,-16%,14%,-6,-5%
O=C1c2sc3nc4c(c(=O)n3c2C(=O)N1c1ccccc1)CCC4,12%,i,-2%,0%,20%,i,-9%,0,-1%
C[C@H](c1ccccc1)N1C[C@H](COCc2ccccc2)Oc2cc(N3CCC[C@@H]3CO)ccc2S1(=O)=O,2%,i,u,1%,u,-32%[inhibitor],2%,5,0%
Cc1ccc(CC(=O)Nc2c(C(=O)N3CCN(c4ccccc4)CC3)oc3ccccc23)cc1,-19%,x,u,x,-24%,-17%,20%,x,x
COc1ccc(NC(=S)Nc2ccc(C)c(Cl)c2)cc1OC,29%,i,-20%,-11%,-35%,-19%,3%,-3,0%
COCc1ccc(CN2CCC(n3nccc3NC(=O)CCCc3ccccc3)CC2)o1,-5%,i,-4%,8%,4%,i,-4%,3,10%
CC1(C(=O)Nc2ccc(F)c(Cl)c2)Cc2c(-c3cccc(C(N)=O)c3)ccnc2O1 (stereo unspecified),-5%,i,-21%,-8%,-5%,i,12%,12,-1%
Cc1ccc(S(=O)(=O)NCc2nnnn2-c2ccc(F)cc2)cc1,-3%,i,5%,-2%,-17%,i,9%,16,3%
Cc1ccnc(NS(=O)(=O)c2ccc(NC(=O)c3nc(SC(C)C)ncc3Cl)cc2)n1,-13%,x,6%,x,9%,i,13%,x,x
Cc1ccc(/C=N/NC(=O)CSc2nc3ccccc3s2)o1,-11%,i,11%,-2%,23%,i,8%,-8,7%
CC(=O)Nc1ccc(S(=O)(=O)NC2(C(F)(F)F)NC(=O)N(C3CCCCC3)C2=O)cc1 (stereo unspecified),-6%,i,0%,u,12%,i,-4%,-14,-7%
CC1=CS(=O)(=O)CC1SC(=S)N(C)C1CCS(=O)(=O)C1 (stereo unspecified),-7%,i,18%,-2%,2%,-12%,-18%[9.22 µM],6,7%
CS(=O)(=O)CCSc1ncccc1C(=O)NCc1cccs1,2%,i,14%,0%,2%,i,7%,8,10%
CC(C)(C)N(C=C(Cl)Cl)C(=O)NC1CCCCC1,5%,i,9%,-15%,6%,-1%,-18%,-5,-3%
COc1ccc(S(=O)(=O)n2c(CCN3CCOCC3)nc3ccccc32)cc1,-8%,i,1%,0%,18%,-14%,4%,u,9%
CC(=O)N1CCCc2cc(S(=O)(=O)NC(C(=O)NC3CCCCC3)C(C)C)ccc21 (stereo unspecified),17%,i,34%[activator],0%,1%,i,-1%,-8,-2%
CC1CCc2sc3ncn4nc(C(=O)NCc5ccco5)nc4c3c2C1 (stereo unspecified),0%,i,-3%,-11%,x,i,24%,-3,-2%
CCc1ccc(NC(=O)C2CCCN(S(=O)(=O)c3cnc[nH]3)C2)cc1 (stereo unspecified),-11%,x,u,0%,-22%,i,1%,-4,0%
CCN(c1ccccc1)S(=O)(=O)c1nnc(NC(=O)C(C)C)s1,-19%,i,10%,-11%,32%,-35%[inhibitor],-19%,-24,1%
COc1ccc(CCC(=O)N2c3ccccc3N=C(c3ccc4c(c3)OCO4)C2C(=O)Nc2ccc(OC)cc2)cc1 (stereo unspecified),5%,i,u,2%,43%,-17%,17%,-4,x
Cc1cccc(C)c1NC(=O)C(Cl)C(=O)c1ccccc1 (stereo unspecified),-8%,i,9%,-20%,-2%,-27%,4µM*,-4,-5%
CCOC(=O)c1c(C)[nH]c(C)c1C(=O)COC(=O)/C=C/c1ccccc1[N+](=O)[O-],-1%,i,-19%,-4%[1.84 µM],u,-21%,3%,3,21%
Cc1ccc(NC(=O)c2sc(Cl)nc2-c2ccccc2)cc1C,7%,i,-25%,2%,7%,14%[57.5 µM],-10%,0,-12%
CCOc1ccc(NC(=O)C2CCCN(S(=O)(=O)c3c(C)noc3C)C2)cc1 (stereo unspecified),-16%,i,3%,-9%,-17%,-48%,-10%,0,-1%
CCOC(=O)c1csc(CCNC(=O)c2oc3c(Cl)cc(C)cc3c2C)n1,11%,i,21%,12%,11%,i,11%,-13,8%
Cc1ccc(C(=O)N(CC(=O)NC2CCCC2)c2cccc(F)c2)s1,-5%,i,u,-1%,10%,i,-10%,6,6%
Cc1ccc(CC(NC(=O)c2ccccc2)C(=O)N2CCCC2C(=O)O)cc1 (stereo unspecified),4%,i,5%,3%,11%,i,-17%,-5,-12%
Cn1c(=O)n(Cc2ccccc2Br)c2ccccc21,-21%,i,3%,3%,-2%,-57%[inhibitor],u,1,21%
O=C(COc1ccc([N+](=O)[O-])cc1)NCCC1=CCCCC1,-7%,i,-14%,-1%,12%,i,12%,-11,22%
Cc1nn(CC(=O)NCc2ccccc2Cl)c(=O)c2nn(-c3ccccc3)c(C)c12,-20%,x,5%,x,26%,i,17%,x,x
COCCNC(=O)c1cc(S(=O)(=O)N2CCCCC2)ccc1N1CCOCC1,4%,i,-5%,0%,-9%,-31%[inhibitor],6%,-5,-2%
COc1cccc(CN(Cc2cccnc2)S(=O)(=O)c2ccc(-n3cnnn3)c(C)c2)c1OC,8%,i,18%,3%,8%,-21%,-19%,-6,0%
O=C(O)CC1c2ccccc2CCN1S(=O)(=O)c1cccs1 (stereo unspecified),6%,i,5%,4%,5%,i,-2%,6,5%
COc1ccc(NC(=O)CN(C)CC(=O)N2CCCCCC2)cc1,0%,i,6%,-3%,12%,i,-6%,-65*,0%
O=S(=O)(Nc1cccc(-c2cn3cccnc3n2)c1)c1ccccc1,12%,i,13%,-1%,x,-13%,12%,0,7%
O=C(COc1ccc2ccccc2c1Br)Nc1ccncc1,-26%,i,-20%,0%,x,-44%[inhibitor],-6%,18,3%
COCCn1c(SCc2csc(-c3ccccc3)n2)nc2ccccc21,-21%,i,0%,-17%,29%,-13%[57.5 µM],2%,21,23%
O=C(N[C@@H](Cc1ccccc1)C(=O)N1CCN(S(=O)(=O)c2ccccc2F)CC1)c1ccco1,10%,i,2%,11%,15%,i,14%,-12,2%
Cc1ccc(C(=O)NCCSc2ccc(Cl)cc2)cc1S(=O)(=O)Nc1ccccc1,11%,i,u,1%,u,2%[57.5 µM],0%,0,2%
COCCNC(=O)Cn1c(=O)n(Cc2ccc(C(=O)NCc3ccco3)cc2)c(=O)c2ccccc21,2%,i,8%,-5%,17%,-15%,8%,4,3%

# Quoted at random: 2 records from the list
SMILES,Abeta yeast res,pAkt inh,GLP1R inv ag,aSyn yeast inh,FUS yeast rescue,PTHR1 agonist,TDP-43 yeast inh,DRD3 antagonist,GLP1R ag
O=C(N[C@@H](Cc1ccccc1)C(=O)N1CCN(S(=O)(=O)c2ccccc2F)CC1)c1ccco1,10%,i,2%,11%,15%,i,14%,-12,2%
O=C(O)CC1c2ccccc2CCN1S(=O)(=O)c1cccs1 (stereo unspecified),6%,i,5%,4%,5%,i,-2%,6,5%

# Next section
SMILES,Abeta yeast res,pAkt inh,GLP1R inv ag,aSyn yeast inh,FUS yeast rescue,PTHR1 agonist,TDP-43 yeast inh,DRD3 antagonist,GLP1R ag
Cc1ccc(C(=O)NCCc2n[nH]c(=S)n2C)cc1,-8%,i,6%,-3%,-4%,-19%,-3%,-7,-3%
C=C1c2ccccc2NC(=O)N1c1ccc(C)cc1,-4%,i,0%,-1%,3%,-3%,20%,-26,9%
Cc1ccnc(NC(=S)NC(=O)/C=C/c2ccc(Cl)cc2)c1,-8%,i,2%,5%,x,i,-15%,10,1%
CCC(CC)NC(=O)COC(=O)c1cc(SC)ccc1Cl,-21%,i,17%,1%,11%,-15%,1%,-2,6%
COc1ccc(CN2CCN(C3CCSCC3)CC2CCO)c(C)c1C (stereo unspecified),3%,i,-28%,-4%,19%,i,x,-64*,8%
COc1ccc(-c2oc3ccc(N4CCOCC4)cc3c2/C=C/c2ccc(OC)c(OC)c2)cc1,-3%,i,6%,2%,13µM*,u,11%,10,23%
COc1ccc(CNC(=O)Cn2nc([N+](=O)[O-])c(Br)c2C)cc1OC,-15%,i,9%,1%,35%,-2%,-8%,-20,18%
COc1ccc(NC(=O)CCCC(=O)c2ccccc2)cc1,-12%,i,4%,-6%,-21%,i,-1%,-14,-3%
O=C(Nc1cccc(-c2nc3ncccc3o2)c1)c1ccccc1,1%,i,31%[activator],0%,-35%,-78%[inhibitor],16µM*,36,3%
Cc1cc(=O)[nH]c2c(N=Nc3ccc(O)cc3)c(N)nn12,-10%,i,-18%,2%,22%,i,1%,-14,-4%
Cc1cc2c(=O)n(CC(=O)NCC(=O)Nc3ccc(C(C)C)cc3)cnc2s1,2%,i,10%,-6%,-14%,u,10%,-2,-5%
CN1CCN(/N=C/c2ccc(N(C)c3ccccc3)cc2)CC1,-5%,i,u,5%,-3%,-21%,-7%,11,9%
CCCCOC(=O)Cn1nnc2sc(-c3ccccc3)cc2c1=O,-1%,x,12%,x,-14%,-15%,18%,x,x

# Source: PubChem BioAssay (National Center for Advancing Translational Sciences (NCATS))

# Only part of the results is shown, so the mix of outcomes need not match the whole.
